# ARNT-TACC3 inh – ARNT/TACC3 interaction disruption; Q9Y6A5; AlphaScreen His-ARNT PAS-B/GST-TACC3 binding, luminescence; TACC3 fragment carries E629A point mutation; 0.66% of 390,000 active; inhibition, % at 9.99 µM;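 active = mean inhibition of replicates at least 50% and at least half of replicates each reaching 50%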;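 note: 0% = complete ARNT plus TACC3 wells and 100% = ARNT alone without TACC3; many hits fall short of the cut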
# XiGFP reactiv – X-chromosome reactivation activator. activation, % at 7.58 µM. 0.055% of 360,000 active. XiGFP mouse fibroblasts, % GFP-positive cells imaging, 3 d; cells co-treated with 5-aza-dC sensitizer; scaled so ellipticine positive control = 100%. AID 743238;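 active = mean normalized replicate activation at least 10% and every replicate at or above 10%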;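 note: 0% = median of on-plate neutral control wells and 100% = ellipticine 6 µM median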
#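 assay system = SV40-immortalized XiGFP fibroblast cells, line 68-5-11 | buffer or medium = DMEM plus 5-aza-dC sensitizer | doses = single-point pinned compound dosing | times = 3-day compound exposure, then 15 min fixation at room temperature | benchmarks = positive control ellipticine, 6 µM final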
# GSIS activator – GLuc luminescence reporter in INS-1E cells, primary screen for activators of glucose-dependent secretion of insulin. INS-1E GLuc reporter insulin secretion, 2-3 h. activation, % at 16.6 µM. 0.61% of 370,000 active;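 active = lowest replicate activation of at least 40%, so every replicate reaches that level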;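 note: 0% = median of neutral control wells and 100% = median of IBMX positive control wells; some compounds called inactive have numbers as strong as hits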
# F508del corr – CFTR F508del correction in bronchial cells; CFBE cells, YFP halide quenching; stimulated with forskolin plus potentiator P3; % fluorescence drop versus neutral controls; activity (quench increase), % at 7.58 µM; 0.36% of 350,000 active; AID 720511;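 active = mean added fluorescence quench of at least 8% versus neutral control, with both replicates also reaching 8%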;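 note: cells transiently co-express mutant CFTR-F508del with the halide-sensitive YFP; corrector assay measuring rescue of mutant channel to the surface after 24 h compound exposure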
# RAD52 inh – RAD52 (human) annealing inhibition; P43351; 0.46% of 360,000 active; inhibition, % at 18.7 µM; AID 651710; recombinant RAD52 DNA annealing, FRET fluorescence;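 active = every replicate showing at least 50% inhibition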
# ERAP1 HTS inh – inhibitors of human ERAP1 aminopeptidase; inhibition, % at 10.7 µM; Q9NZ08; 0.15% of 340,000 active; recombinant ERAP1, Leu-AMC fluorescence, 60 min;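 active = mean replicate inhibition of at least 30%, or all replicates individually reaching that 30% level; inactive = mean below 30% and not every replicate reaching it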;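 note: 0% = neutral control wells and 100% = L-leucinethiol positive control wells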
# Target sequence (Q9NZ08 whole entry, looked up): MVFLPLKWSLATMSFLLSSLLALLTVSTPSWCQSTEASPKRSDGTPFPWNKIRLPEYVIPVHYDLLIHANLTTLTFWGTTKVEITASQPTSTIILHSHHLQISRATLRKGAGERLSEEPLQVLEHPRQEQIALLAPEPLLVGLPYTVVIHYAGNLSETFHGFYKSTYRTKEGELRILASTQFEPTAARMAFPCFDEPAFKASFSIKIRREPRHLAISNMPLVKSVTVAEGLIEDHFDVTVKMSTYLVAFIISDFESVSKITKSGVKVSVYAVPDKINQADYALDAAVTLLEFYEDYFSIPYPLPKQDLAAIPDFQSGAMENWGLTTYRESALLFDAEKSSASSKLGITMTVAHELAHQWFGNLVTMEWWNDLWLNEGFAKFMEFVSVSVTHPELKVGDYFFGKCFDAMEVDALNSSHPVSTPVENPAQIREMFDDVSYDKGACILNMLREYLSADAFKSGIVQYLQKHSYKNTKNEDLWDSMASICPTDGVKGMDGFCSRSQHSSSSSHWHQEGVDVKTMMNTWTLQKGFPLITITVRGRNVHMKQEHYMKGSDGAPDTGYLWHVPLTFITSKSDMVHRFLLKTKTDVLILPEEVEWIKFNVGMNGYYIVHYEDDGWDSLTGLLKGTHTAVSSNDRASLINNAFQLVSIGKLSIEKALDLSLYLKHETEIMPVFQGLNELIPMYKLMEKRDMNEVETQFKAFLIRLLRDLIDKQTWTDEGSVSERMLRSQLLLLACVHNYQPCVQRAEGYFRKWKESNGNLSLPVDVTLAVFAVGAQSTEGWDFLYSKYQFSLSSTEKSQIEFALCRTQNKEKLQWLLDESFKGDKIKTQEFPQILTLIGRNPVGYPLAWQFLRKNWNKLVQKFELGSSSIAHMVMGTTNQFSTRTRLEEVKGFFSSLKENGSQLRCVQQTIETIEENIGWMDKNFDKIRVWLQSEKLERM
# RAD54 inh – RAD54 (human) branch migration inhibition. 0.14% of 360,000 active. Q92698. RAD54 Holliday junction branch migration, FAM/BHQ fluorescence. AID 602329. inhibition, % at 10.4 µM;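 active = mean normalized replicate activity at least 40 and at least half of replicates scoring 40 or more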;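 note: 0% = median of neutral control wells and 100% = median of positive control wells; inhibitors cause a drop in the FAM fluorescence signal; in these data hits start at about 50%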
# esBAF inh – inhibitors of esBAF chromatin remodeling in mouse ES cells; Bmi1-luciferase knock-in reporter, 24 h; 100% = twice the neutral-well signal; reporter increase, % at 12.5 µM; 2% of 350,000 active; AID 602393; in the data active = activation above about 40%;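 note: 0% = median of the plate's neutral control wells and 100% = double that signal; a rise in the Bmi1 reporter signal indicates esBAF inhibition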
# * marks the source's active call; other numbers are inactive results; / = no result given; & = joins results of further samples.
compound	ARNT-TACC3 inh	XiGFP reactiv	GSIS activator	F508del corr	RAD52 inh	ERAP1 HTS inh	RAD54 inh	esBAF inh
Cc1cc(NC(=O)COC(=O)CCS(=O)(=O)c2cc(Cl)ccc2Cl)no1	-4.9	0.1	40.6*	0.6	5.1	-4.4	-0.6	/
O=C(Nc1nnc(-c2ccco2)o1)c1ccc(S(=O)(=O)N2CCOCC2)cc1	79.1*	0.0	-2.0	-0.7	-4.8	-1.3	-0.2	-4.2
O=C(Cc1c(F)cccc1Cl)Nc1ccc(S(=O)(=O)Nc2nccs2)cc1	4.2	0.0	23.3	-1.0	-3.1	-3.6	-2.5	0.7
O=C(CCN1CCN(c2ccccc2)CC1)NNC(=O)c1cccc2ccccc12	-1.2	0.3	8.6	/	/	/	-6.2	/
C[C@H](CO)N1C[C@H](C)[C@H](CN(C)C(=O)CN2CCOCC2)Oc2ncc(-c3ccncc3)cc2C1=O	-8.4	0.0	11.4	-0.4	10.3	-2.4	0.0	-2.4
O=C(NCc1csc2ccc(Cl)cc12)Nc1ccccc1	-3.2	0.0	-14.4	2.4	-2.5	3.9	/	-3.6
CC(=O)c1cccc(NC(=O)CNC(=O)c2sc3ccccc3c2Cl)c1	-0.4	0.4	8.9	-4.0	-15.9	-0.1	3.1	12.1
CCN(CC(=O)NCc1ccc(F)cc1)C(=O)C(C)Oc1cccc(Cl)c1 (stereo not given)	0.5	0.0	-41.4	1.3	-9.4	-1.8	-8.9	20.2
O=C(CCNC(=O)c1ccc([N+](=O)[O-])cc1)Nc1ccc(F)cc1F	-1.9	0.0	3.0	-3.1	3.8	-2.9	-2.0	-6.6
Cc1ccsc1/C=C1\SC(=S)N(CC2CCCO2)C1=O (stereo not given)	12.9	0.0	-7.7	1.6	-27.8	-0.2	/	/
COc1ccc(CNC(=O)C/C(C)=N/NC(=O)COc2ccccc2)cc1	-4.1	-0.1	-5.1	-2.9	-19.5	-3.2	/	/
CC(C)CNS(=O)(=O)c1ccc(CCC(=O)Nc2ccc3c(c2)OCCO3)cc1	-6.8	/	-2.9	/	-7.5	1.9	-1.1	5.4
Cc1ccnc(N(C(=O)Nc2ccccc2)C2=NCC(C)(C)S2)c1	/	0.1	3.2	-0.3	-15.6	1.4	-6.4	/
COc1ccc(-c2nnc(NC(=O)c3ccccc3[N+](=O)[O-])s2)c(OC)c1	-4.6	0.3	16.5	-2.8	-1.8	6.8	1.1	12.4
COc1ccc(S(=O)(=O)N(C)CC(=O)Nc2cccc(C(C)=O)c2)cc1C	21.7	/	-2.5	/	/	/	-9.7	-2.9
COc1ccc(S(=O)(=O)Nc2ccc3c(c2)CC(=O)N([C@@H](C)CO)C[C@H](C)[C@@H](CN(C)S(=O)(=O)c2ccc(OC)cc2)O3)cc1	1.0	0.0	-2.8	-0.9	-15.6	2.8	-1.3	-0.6
C[C@H]1CN([C@@H](C)CO)S(=O)(=O)c2ccc(-c3ccccc3)cc2O[C@H]1CN(C)C(=O)C1CCC1	/	0.1	-17.3	-0.2&-2.8	1.1	-1.3	0.4	2.2
NS(=O)(=O)c1ccc(N/N=C/c2ccc(O)c(O)c2O)c([N+](=O)[O-])c1	-3.9	0.4	-19.1	6.4	-2.3	0.8	5.5	/
NNC(=O)CSc1c(-c2ccccc2)c2cc(Cl)ccc2[nH]c1=O	-4.5	0.0	-15.2	0.0	-0.1	-3.0	20.1	-2.1
Fc1cccc(Cc2c(-c3ccc(Cl)cc3)nc3ccc(Br)cn23)c1	/	-0.1	/	2.6	-28.2	-0.5	-3.5	8.8
S=c1[nH]nc(COc2ccccc2)n1/N=C/c1ccc(Cl)c(Cl)c1	-8.0	0.2	-20.8	0.1	-3.9	-0.4	-18.3	-7.8
CC(C(=O)NN)c1ccc([N+](=O)[O-])cc1 (stereo not given)	-1.3	0.1	2.1	0.2	2.0	-3.0	-7.1	-5.5
COc1ccc(S(=O)(=O)NCC(=O)N(CC(=O)NC(C)(C)C)Cc2cccs2)cc1	-0.5	0.6	2.7	-2.7	-3.1	/	/	/
CC1(C)C=C2[C@H]3CC[C@@H]4[C@@]5(C)CCC(=O)C(C)(C)[C@@H]5CC[C@@]4(C)[C@]3(C)CC[C@@]2(C(=O)O)CC1	-3.7	0.1	/	-1.5	-11.2	2.1	-4.7	7.7
Cc1ccc(N(CC(=O)NCc2ccco2)C(=O)CCC(=O)Nc2nccs2)cc1C	/	0.0	-1.8	-2.5	-19.4	-0.5	-8.7	13.6
O=C(COc1ccc([N+](=O)[O-])cc1)N1CCc2ccccc2C1	0.6	0.4	0.2	2.5	-9.9	-3.0	-5.0	2.4
CC(NC(=O)c1cccs1)c1n[nH]c(=S)n1C (stereo not given)	-1.6	0.0	7.3	0.9	-19.0	1.5	-13.3	/
COc1ccc(C2=NS(=O)(=O)N(C)C(C(=O)NC3CCCC3)=C2)cc1OC	-3.0	0.1	7.6	-1.3	-15.1	6.3	-1.2	-7.6
CNC[C@H]1Oc2c(NS(=O)(=O)c3ccc(F)cc3)cccc2C(=O)N([C@H](C)CO)C[C@@H]1C	30.2	-0.7&0.0	8.9&3.6	4.0&1.0	-3.4	-1.3	1.2	-1.4&-5.1
O=C(O)C1C2CCC1C(O)C2 (stereo not given)	/	0.1	/	-0.3	-10.7	-1.8	/	/
COC(C(=O)Nc1ccnn1C1CCN(Cc2ccc(C)o2)CC1)c1ccccc1 (stereo not given)	36.2	0.4	10.0	1.1	-23.2	1.0	1.6	-0.2
Cc1nc(SCC(=O)NC(=O)NC(C)(C)C)nc(C)c1C	-3.7	0.0	2.2	1.5	-7.4	-2.5	/	-11.2

# 3 records picked at random from those above, as already listed:
compound	ARNT-TACC3 inh	XiGFP reactiv	GSIS activator	F508del corr	RAD52 inh	ERAP1 HTS inh	RAD54 inh	esBAF inh
CC(NC(=O)c1cccs1)c1n[nH]c(=S)n1C (stereo not given)	-1.6	0.0	7.3	0.9	-19.0	1.5	-13.3	/
Cc1ccc(N(CC(=O)NCc2ccco2)C(=O)CCC(=O)Nc2nccs2)cc1C	/	0.0	-1.8	-2.5	-19.4	-0.5	-8.7	13.6
COC(C(=O)Nc1ccnn1C1CCN(Cc2ccc(C)o2)CC1)c1ccccc1 (stereo not given)	36.2	0.4	10.0	1.1	-23.2	1.0	1.6	-0.2

# Additional compounds follow:
compound	ARNT-TACC3 inh	XiGFP reactiv	GSIS activator	F508del corr	RAD52 inh	ERAP1 HTS inh	RAD54 inh	esBAF inh
COC(=O)C1=C(C)N(C)C(=NCc2ccc3c(c2)OCO3)NC1c1cccc(C(F)(F)F)c1 (stereo not given)	/	-0.1	/	2.6	-22.4	-0.5	/	/
Cc1cc(C)n2nc(C)c(Br)c2n1	-1.1	0.0	9.0	1.8	-6.2	-1.3	-9.8	/
C=CCCCCCCCCC(=O)NN	-8.9	/	-4.9	-1.6	-5.2	2.4	-1.4	1.9
CCc1nc(C#N)c(N2CCCCC2)o1	2.0	0.4	6.5	1.1	-7.5	-2.6	/	-4.4
O=C(C(=O)c1cccnc1)c1cccnc1	-3.2	0.2	2.6	/	-12.1	1.8	/	-1.1
C/C=C/c1ccc2c(c1)O[C@H](CN(C)C(=O)C1CC1)[C@@H](C)CN([C@H](C)CO)S2(=O)=O	/	-1.0	7.2	-5.3	/	/	/	2.1
O=C(CSc1cn[nH]n1)Nc1ccc(O)c(C(=O)O)c1	-13.0	-0.1	13.0	3.0	-13.3	-3.7	-8.7	-0.1
COc1ccc(C(=O)N2CCN=C2SCc2cccnc2)cc1OC	-19.9	-0.1	11.4	-2.5	-24.2	/	-1.3	1.8
Cc1ccc2[nH]cc(CCNC(=O)C3CCCO3)c2c1 (stereo not given)	-1.6	0.5	1.6	1.4	0.0	-1.4	5.6	0.6
CCCCn1nnnc1NCc1ccc(OC)c(OC)c1OC	-1.7	/	-4.4	/	/	/	1.2	-9.9
CCC(C(=O)NCC1CCCO1)N(Cc1ccccc1)C(=O)CNS(=O)(=O)c1ccccc1 (stereo not given)	-5.1	0.0	-7.2	-1.1	-3.9	0.9	-1.1	4.2
COc1ccc(/C=C/C(O)=C2/C(=O)NC3(C)CC2c2ccccc2O3)c(OC)c1OC (stereo not given)	-7.0	-0.2	-8.9	-5.8	-23.5	-4.1	-4.5	9.8
Cc1cc(NC(=O)CN(C)CC(=O)Nc2ccc(F)c(F)c2F)no1	-4.0	0.1	9.2	1.3	-10.3	0.8	-2.4	2.2
Cc1ccc(S(=O)(=O)NCC[C@@H]2CC[C@H](NS(=O)(=O)c3ccccc3Cl)[C@H](CO)O2)cc1	3.0	0.8	-14.6	0.3	0.3	1.0	2.3	9.4
CSCC[C@H](NC(=O)c1ccco1)c1nnc2ccccn12	-3.2	0.1	12.0	0.2	2.0	0.4	-2.8	-3.5
C=CCn1c(CNC(=O)CCC)nc2ccccc21	0.1	/	15.1	/	/	/	-1.4	-5.1
CC1=NN(C(C#N)c2ccccc2C)C(C)(C)C1 (stereo not given)	-7.2	0.0	-0.4	/	-17.4	14.5	/	/
O=C(Cc1ccccc1)NCCN1CCCC1	-1.7	-0.1	-6.7	0.1	-7.8	-2.9	-6.9	/
CCOC(=O)Nc1ccc2c(C)cc(=O)oc2c1	10.0	/	12.5	/	/	/	-5.0	43.0*
CC(C)(C)S(=O)(=O)N1Cc2cc(CO)ccc2[C@@H]1CCO	/	0.0	-3.0	1.7	-35.0	2.4	/	/
CC(=O)c1ccc(NC(=O)C2CCCN(S(=O)(=O)c3ccc(-n4cnnn4)cc3)C2)cc1 (stereo not given)	-6.4	0.0	-9.7	3.5	-16.8	-2.6	-8.5	3.0
O=C(c1ccncc1)N1CC[C@@H]2[C@@H](CO)Nc3ccc(-c4ccc(F)cc4)cc3[C@@H]21	-6.9	0.0	3.5	-3.7	-6.9	/	5.7	-1.7
CCOC(=O)C(NC(=O)Nc1ccc(F)cc1F)(Oc1ccc(F)cc1)C(F)(F)F (stereo not given)	-7.8	0.0	3.9	0.7	-13.3	-3.1	/	-0.7
CC(C)NC(=O)N(C)C[C@H]1Oc2ccc(NS(=O)(=O)c3ccc(Cl)cc3)cc2CC(=O)N([C@H](C)CO)C[C@H]1C	-6.2	0.2	0.8	-0.1	3.3	1.3	-2.0	0.9
Cn1c(=O)c2c(nc(N/N=C/c3ccc(OC(=O)c4ccco4)cc3)n2Cc2ccccc2)n(C)c1=O	-26.0	0.1	-5.6	/	/	/	-4.3	/
O=C(Nc1cccc2cccnc12)c1ccccc1Cl	/	-0.1	21.5	-35.1	-1.1	-1.9	2.1	25.2
Cc1ccc(NS(=O)(=O)c2c(C)[nH]c(C)c2C(=O)N2CCCC2)cc1	31.8	0.0	24.9	0.5	-18.8	0.8	-1.3	-3.0
CC1CCc2c(sc3nc(SCC(=O)O)n(-c4ccccc4)c(=O)c23)C1 (stereo not given)	-3.5	0.0	-9.3	-2.5	-7.4	1.2	-1.5	0.2
CCOC(=O)C1CCNC(=O)C1=O (stereo not given)	-7.5	0.0	28.7	0.4	4.5	2.9	/	/
C[C@@H]1CCCCO[C@@H](CN(C)CC2CC2)[C@H](C)CN([C@@H](C)CO)C(=O)c2cc(NC(=O)c3ccncc3)ccc2O1	0.2	0.3	16.1	0.3	0.4	1.0	3.6	4.4
O=C(c1cc(C2CC2)nn1-c1ccccc1)N1CCN(S(=O)(=O)c2ccccc2)CC1	-1.2	0.0	15.8	0.2	4.7	-5.5	-2.1	34.0

# High-throughput results (PubChem BioAssay)
